SW480 rereplic = induces DNA re-replication in SW480 colon adenocarcinoma cells; Potency, µM (top dose mostly 46.1 µM), for inactives: at the top dose re-replication activation, actives largely listed as activators; SW480 DNA re-replication, Hoechst DNA content imaging, 48 h; AID 624297; hit rate 1.8% among 340,000; note: potency is the fitted concentration of half-maximal effect; % of control where 0% means no effect; nearly all actives have a fitted effect of over 55% in size
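DNA re-replication was detected as more nuclei of elevated Hoechst intensity after 48 hr exposure to compound (23 nL pinned per well of 250 cells).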
HT1080 IDH1KD tx = kills HT-1080 cells with IDH1 knockdown; HT-1080 IDH1 knockdown viability, ATP luminescence, 48 h; Potency, µM (titrated, usually from 46.1 µM), without a hit: at the highest dose activity, negative = toxicity, actives largely listed as cytotoxic; hit rate 2% among 360,000; AID 686971;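 note: potency is the fitted concentration of half-maximal effect; 0% = DMSO wells and -100% = cell-free medium wells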
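Using the IDH1-knockdown HT-1080 line run in the same batch and compound series as the NT line, viability after 48 h at 37 °C was determined by CellTiter-Glo luminescence and expressed as % activity.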
MCF10A rerep = induces DNA re-replication in MCF 10a normal breast cells. MCF 10A DNA re-replication, Hoechst nuclear intensity, 48 h. Potency, µM (top dose mostly 46.1 µM), without a hit: at the highest dose activity, positive = re-replication, hits mostly activators. hit rate 2.9% among 350,000. AID 624296; note: potency is the fitted concentration of half-maximal effect; % of control where 0% means no effect; nearly all actives have a fitted effect of over 50% in size
KB-V1 cytotox = kills drug-selected multidrug resistant KB-V1 cells | KB-V1 MDR cells viability, CellTiter-Glo, 72 h | AID 1347076 | hit rate 3.4% among 400,000 | Potency, µM (series often up to 46.1 µM), for the others: at the top dose activity change, negative = cytotoxicity, actives largely listed as cytotoxic; note: potency is the fitted concentration of half-maximal effect; % is set by controls: 0 for no effect and ±100 for the full control effect; nearly all actives have a fitted effect of over 60% in size
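Compound-treated KB-V1 multidrug-resistant cells, 72 h, 37 degrees C; viability by CellTiter-Glo. Fitted qHTS curves give the values.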
IL-1B inflam inh = inflammasome signaling inhibition, IL-1 beta readout | THP-1 LPS/ATP IL-1B secretion, AlphaLISA, 16 h; active compounds read low | activity change, % at 57.5 µM | hit rate 4.7% among 360,000 | AID 743279; in the data active = activity change below about -50%; inconclusive = mostly about -30% to -49%; note: % is set by controls: 0 for no effect and ±100 for the full control effect
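THP-1 cells pretreated 1 hr with compounds (up to 57.5 uM final), then stimulated with LPS (250 ng/mL final) plus ATP (1.25 mM final); secreted IL-1B measured by AlphaLISA after 16 hr, decreased signal indicating inhibition.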
D3 ag = agonists of human D3 dopamine receptor; P35462; D3R DiscoveRx beta-arrestin cells, luminescence, 90 min; AID 652048; hit rate 0.58% among 410,000; max activation, %; in the data active = max activation above about 30%; note: 0% is about no effect; mostly tested at two doses, the higher about 12 µM
Target sequence (P35462 whole entry, looked up): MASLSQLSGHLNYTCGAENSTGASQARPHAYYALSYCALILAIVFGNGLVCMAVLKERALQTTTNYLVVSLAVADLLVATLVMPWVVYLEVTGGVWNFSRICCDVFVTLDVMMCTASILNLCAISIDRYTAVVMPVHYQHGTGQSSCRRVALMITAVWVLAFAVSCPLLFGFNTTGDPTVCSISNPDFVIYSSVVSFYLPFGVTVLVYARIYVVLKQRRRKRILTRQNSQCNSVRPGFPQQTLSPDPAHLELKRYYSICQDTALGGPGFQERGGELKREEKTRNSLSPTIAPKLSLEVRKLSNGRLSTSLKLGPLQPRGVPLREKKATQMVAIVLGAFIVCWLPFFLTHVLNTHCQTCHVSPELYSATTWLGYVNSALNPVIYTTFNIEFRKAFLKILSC
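Agonist-mode cell screen: cells plated at 1500/well and incubated overnight at 37 °C, then exposed to library compounds for 90 min at 37 °C. Detection reagent was added for 30–60 min at room temperature, and luminescence was read.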
HEK293 tox = cytotoxicity counter-screen for GLP-1 receptor inverse agonists | hit rate 0.13% among 410,000 | HEK293 cAMP-luciferase reporter cells, luminescence, 24 h | Potency, µM (doses to about 38.3 µM), without a hit: at the top dose activity change, negative = inhibition, usual class: inhibitors | AID 624418;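 note: loss of luciferase light is scored as toxicity; potency is the fitted concentration of half-maximal effect; % is set by controls: 0 for no effect and ±100 for the full control effect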
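Cells in DMEM/10% Nu serum/1% pen-strep, 1536-well format. Pre-incubated 12 h, dosed with 23 nL compound, incubated a further 24 h. Luciferase detection, 12 min at room temp, luminescence.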
KB-3-1 tox = kills parental KB-3-1 adenocarcinoma cells. KB-3-1 viability, CellTiter-Glo ATP luminescence, 72 h. Potency, µM (doses to about 46.1 µM), without a hit: top-dose activity change, negative = cytotoxic, hits mostly cytotoxic. hit rate 1.4% among 400,000; note: potency is the fitted concentration of half-maximal effect; % is set by controls: 0 for no effect and ±100 for the full control effect; nearly all actives have a fitted effect of over 60% in size
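KB-3-1 parental drug-naive adenocarcinoma cells in DMEM/10% FBS, incubated 72 h at 37 C with pin-transferred compounds across a concentration series. Viability by CellTiter-Glo luminescence; concentration-response curves fitted after normalization.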
HT1080-NT tox = kills 2HG-producing HT-1080-NT fibrosarcoma cells | HT-1080-NT fibrosarcoma viability, CellTiter-Glo ATP luminescence, 48 h | Potency, µM (doses to about 46.1 µM), for the others: at the highest dose activity, negative = less viability, usual class: cytotoxic | hit rate 1.6% among 360,000;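 note: NT is the 2HG producing partner of a matched IDH1 knockdown line; potency is the fitted concentration of half-maximal effect; 0% = DMSO-treated cells and -100% = media-only wells without cells; nearly all actives have a fitted effect of over 55% in size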
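HT-1080-NT; 750 cells/well; 5% FBS RPMI; 48 h compound, 37 degrees C; CellTiter-Glo luminescence; curve fitting and curve-class assignment.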
Numbers without * were called inactive; & = joins results of further samples; [ ] = remark or other dose. Unless noted, calls come from the whole dose curve; as a rule, active = well fitted curve in the direction sought with a large enough effect; inconclusive = small, poorly fitted or top-dose-only effect, or another doubt; inactive = no such curve, though single readings can be large; an effect the other way counts as inactive or inconclusive. Rows were taken by chance (roughly 11% active in at least one column).

Start of the listing, in advance:
`Cc1cc(C)n2nc(N)c(N=Nc3cccc(Cl)c3)c2n1` gave SW480 rereplic -12.1%, HT1080 IDH1KD tx -10.6%, MCF10A rerep 0.4%, KB-V1 cytotox inconclusive, IL-1B inflam inh 7.4, D3 ag -0.6, HEK293 tox inconclusive, KB-3-1 tox 9.3% and HT1080-NT tox -18.5%.
Cc1ccc(S(=O)(=O)N2CCOCC2)cc1NC(=O)COC(=O)CNC(=O)c1ccc(Cl)cc1Cl was read as SW480 rereplic -9.7%, HT1080 IDH1KD tx 2.0%, MCF10A rerep 0.4%, IL-1B inflam inh -2.2, D3 ag 7.3, HEK293 tox 6.7% and HT1080-NT tox 3.9%.

The list itself, repeating the preview:
`Cc1cc(C)n2nc(N)c(N=Nc3cccc(Cl)c3)c2n1` gave SW480 rereplic -12.1%, HT1080 IDH1KD tx -10.6%, MCF10A rerep 0.4%, KB-V1 cytotox inconclusive, IL-1B inflam inh 7.4, D3 ag -0.6, HEK293 tox inconclusive, KB-3-1 tox 9.3% and HT1080-NT tox -18.5%.
Cc1ccc(S(=O)(=O)N2CCOCC2)cc1NC(=O)COC(=O)CNC(=O)c1ccc(Cl)cc1Cl was read as SW480 rereplic -9.7%, HT1080 IDH1KD tx 2.0%, MCF10A rerep 0.4%, IL-1B inflam inh -2.2, D3 ag 7.3, HEK293 tox 6.7% and HT1080-NT tox 3.9%.
CCOCCCNC(=O)C1(O)c2cc(Br)ccc2NC(=O)N1c1ccc(C)c(C)c1 (configuration not stated) was read as SW480 rereplic -0.5%, HT1080 IDH1KD tx 18.1%, MCF10A rerep -3.0%, KB-V1 cytotox 1.9%, IL-1B inflam inh 29.6, D3 ag -0.2, HEK293 tox -0.9%, KB-3-1 tox -1.6% and HT1080-NT tox 20.0%.
COc1cn(-c2ccccc2)nc1C(=O)OCC(=O)Nc1ccc(C)c(C)c1 was read as SW480 rereplic 4.3%, HT1080 IDH1KD tx 12.0%, MCF10A rerep 7.2%, KB-V1 cytotox 3.7%, IL-1B inflam inh 5.7, D3 ag 13.2, HEK293 tox -4.1%, KB-3-1 tox 14.6% and HT1080-NT tox 18.4%.
For CCOC(=O)c1cnn(-c2ccc(C(=O)Nc3ccc(OC(F)(F)F)cc3)cc2)c1N the results were KB-V1 cytotox 0.0%, D3 ag -8.1, HEK293 tox 2.0% and KB-3-1 tox -3.2%.
Screening CC(Nc1ccc(Br)cc1)C(=O)Nc1cccc(S(=O)(=O)N2CCOCC2)c1 (configuration not stated) returned SW480 rereplic -85.2%[inhibitor], HT1080 IDH1KD tx -1.8%, MCF10A rerep -21.8%, KB-V1 cytotox -7.7%, IL-1B inflam inh -8.8, D3 ag -1.0, HEK293 tox 1.0%, KB-3-1 tox inconclusive and HT1080-NT tox -16.7%.
For COc1ccc(CCNC(=O)CCC(=O)N2CCOc3ccc(C)cc32)cc1OC the results were SW480 rereplic -0.7%, HT1080 IDH1KD tx -1.0%, MCF10A rerep 5.3%, KB-V1 cytotox -10.1%, IL-1B inflam inh -0.9, D3 ag -5.7, HEK293 tox -18.4%, KB-3-1 tox 0.1% and HT1080-NT tox -4.0%.
`CC(C)COc1ccc(C(=O)Nc2cc(S(=O)(=O)N3CCOCC3)ccc2N2CCCC2)cc1` gave SW480 rereplic 3.7%, HT1080 IDH1KD tx 0.0%, MCF10A rerep -0.5%, KB-V1 cytotox 15.8%, IL-1B inflam inh 2.5, D3 ag 2.8, HEK293 tox 2.1%, KB-3-1 tox 6.5% and HT1080-NT tox -6.1%.
For COc1ccc(C(C)=O)cc1COC(=O)c1c(C)nn(-c2ccccc2)c1C the results were SW480 rereplic 0.0%, HT1080 IDH1KD tx 7.9%, MCF10A rerep 16.0%, KB-V1 cytotox -5.1%, IL-1B inflam inh -26.9, D3 ag 9.3, HEK293 tox 16.9%, KB-3-1 tox -7.3% and HT1080-NT tox 2.0%.
Cc1ccc(CN2Cc3cccc4c3[C@@H](CC2=O)[C@H](O)[C@H](O)C4)cc1 was read as SW480 rereplic -11.1%[9.22 µM], HT1080 IDH1KD tx 10.4%, MCF10A rerep 2.4%, KB-V1 cytotox inconclusive, IL-1B inflam inh 4.1, D3 ag 5.6, HEK293 tox -6.0%, KB-3-1 tox 6.3% and HT1080-NT tox 7.6%.
`O=S(=O)(Nc1ncnc2scc(-c3ccc(F)cc3)c12)c1cc(F)ccc1F` gave SW480 rereplic inconclusive, HT1080 IDH1KD tx -0.9%, MCF10A rerep inconclusive, KB-V1 cytotox 18.4µM*, IL-1B inflam inh 72.0, D3 ag 4.5, HEK293 tox -0.1%, KB-3-1 tox inconclusive and HT1080-NT tox -11.8%.
`CC(OC(=O)c1cccs1)C(=O)NCc1ccc2c(c1)OCO2` (configuration not stated) gave SW480 rereplic 1.1%, HT1080 IDH1KD tx 5.0%, MCF10A rerep -3.1%, KB-V1 cytotox 6.9%, IL-1B inflam inh -9.9, D3 ag -4.3, HEK293 tox -0.2%, KB-3-1 tox -1.5% and HT1080-NT tox 8.5%.
`O=[N+]([O-])c1ccc2cn[nH]c2c1` gave SW480 rereplic 8.0%&-57.3%, HT1080 IDH1KD tx -2.0%, MCF10A rerep inconclusive, KB-V1 cytotox 2.9%, IL-1B inflam inh 16.0, D3 ag 14.0, HEK293 tox -8.0%, KB-3-1 tox 0.0% and HT1080-NT tox inconclusive.
Screening COc1ccc(NC(=O)Nc2c(C)noc2-c2ccccc2)cc1 returned SW480 rereplic -0.9%, HT1080 IDH1KD tx 10.8%, MCF10A rerep -0.7%, KB-V1 cytotox -21.7%, IL-1B inflam inh 12.9, D3 ag -12.1, HEK293 tox 2.2%, KB-3-1 tox -2.2% and HT1080-NT tox 0.6%.
Screening CCOC(=O)c1ccc2c(c1)n(CC)c(/C=C/N(C)c1ccccc1)[n+]2CC returned SW480 rereplic -6.4%, HT1080 IDH1KD tx inconclusive, MCF10A rerep 11.4%, KB-V1 cytotox -1.2%, IL-1B inflam inh -88.9*, D3 ag -10.5, HEK293 tox -1.1%, KB-3-1 tox 0.0% and HT1080-NT tox 6.51µM*.
Screening COc1cccc(NC(=O)CN(C)C(=O)CCCc2nc3ccccc3c(=O)[nH]2)c1 returned SW480 rereplic -0.1%, HT1080 IDH1KD tx -7.2%, MCF10A rerep -2.7%, KB-V1 cytotox -6.6%, IL-1B inflam inh 13.2, D3 ag -4.6, HEK293 tox -18.9%, KB-3-1 tox -3.7% and HT1080-NT tox -3.6%.
For Cc1ccc(NC(=O)CN2C(=O)S/C(=C\c3cc(C)n(-c4ccc(C(=O)O)cc4)c3C)C2=O)cc1 the results were SW480 rereplic -10.2%, HT1080 IDH1KD tx -11.4%, MCF10A rerep inconclusive, KB-V1 cytotox 1.9%, IL-1B inflam inh 8.9, D3 ag 4.1, HEK293 tox 6.7%, KB-3-1 tox -2.3% and HT1080-NT tox 3.2%.
For CCOC(=O)c1c(C)[nH]c(C(=O)COC(=O)/C=C/c2cccc(OC)c2OC)c1C the results were SW480 rereplic -6.4%, HT1080 IDH1KD tx 10.2%, MCF10A rerep 1.1%, KB-V1 cytotox -21.6%, IL-1B inflam inh 24.2, D3 ag -11.4, HEK293 tox 9.4%, KB-3-1 tox 5.5% and HT1080-NT tox 7.8%.
CCC(=O)Nc1cccc(-c2cc3ccccc3oc2=O)c1 was read as SW480 rereplic -11.3%, HT1080 IDH1KD tx -0.1%, MCF10A rerep -6.5%, KB-V1 cytotox -35.4%, IL-1B inflam inh -7.6, D3 ag -3.7, HEK293 tox 7.1%, KB-3-1 tox 5.7% and HT1080-NT tox -2.6%.
`COc1cccc(CNC(=O)CSc2n[nH]c(-c3ccccc3Cl)n2)c1` gave KB-V1 cytotox 11.4%, D3 ag -1.9, HEK293 tox -10.7% and KB-3-1 tox -1.0%.

From PubChem
